# DT40 TDP1 no CPT = qHTS for Inhibitors of human tyrosyl-DNA phosphodiesterase 1 (TDP1): qHTS in cells in absence of CPT; DT40 Tdp1-/- hTDP1 cells, no CPT, ATP luminescence, 48 h; Potency, µM (series often up to 46.2 µM), for inactives: at the highest dose activity change, negative = growth inhibition, most hits filed as inhibitors; 15% of 420,000 active; note: nearly all actives have a fitted effect of over 55% in size
#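 Camptothecin absent (DMSO only). Human TDP1-complemented DT40 knockout cells, 400 cells/well, 37 °C for minimum 48 hr; ATP measured via CellTiter-Glo, 30 min dark incubation, luminescence.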
# TDP1 inh = qHTS Assay for Inhibitors of Tyrosyl-DNA Phosphodiesterase (TDP1) | AID 485290, 2010 | 0.28% of 350,000 active | recombinant TDP1, AlphaScreen DNA substrate cleavage | Potency, µM (highest dose often 130 µM), without a hit: top-dose activity change, negative = inhibition, actives largely listed as inhibitors | Tyrosyl-DNA phosphodiesterase 1 (Homo sapiens), Q9NUW8; note: nearly all actives have a fitted effect of over 40% in size
# Target sequence (Q9NUW8 whole entry, looked up): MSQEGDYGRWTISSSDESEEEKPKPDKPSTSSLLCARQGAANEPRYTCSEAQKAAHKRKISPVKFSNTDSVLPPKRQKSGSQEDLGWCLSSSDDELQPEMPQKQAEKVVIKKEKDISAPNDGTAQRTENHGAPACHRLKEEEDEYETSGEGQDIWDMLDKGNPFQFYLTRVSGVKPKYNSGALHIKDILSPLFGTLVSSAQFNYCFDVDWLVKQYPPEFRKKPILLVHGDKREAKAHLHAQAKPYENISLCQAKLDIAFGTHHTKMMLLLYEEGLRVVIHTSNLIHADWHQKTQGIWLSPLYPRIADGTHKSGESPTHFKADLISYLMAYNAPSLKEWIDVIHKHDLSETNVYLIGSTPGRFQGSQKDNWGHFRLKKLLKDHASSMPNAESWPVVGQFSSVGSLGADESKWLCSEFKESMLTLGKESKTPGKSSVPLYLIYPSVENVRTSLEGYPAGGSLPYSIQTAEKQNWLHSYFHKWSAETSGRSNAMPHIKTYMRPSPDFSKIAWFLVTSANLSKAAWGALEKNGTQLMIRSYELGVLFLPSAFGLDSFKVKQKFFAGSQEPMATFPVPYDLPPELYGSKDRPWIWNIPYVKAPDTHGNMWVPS
#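 Compounds were preincubated with Tdp1 (1 nM final) for 15 min at room temperature before substrate (15 nM final) started a 5 min reaction; beads (10 ug/ml final) were then added for 10 min before AlphaScreen detection.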
# TDP1 cell CPT = qHTS for Inhibitors of human tyrosyl-DNA phosphodiesterase 1 (TDP1): qHTS in cells in presence of CPT; Potency, µM (doses to about 46.2 µM), inactives show at the highest dose activity change, negative = growth inhibition, most hits filed as inhibitors; chicken DT40 Tdp1-/-;hTDP1 cells + 20 nM CPT, ATP luminescence, 48 h; AID 686979, 2013; 12% of 420,000 active; note: nearly all actives have a fitted effect of over 55% in size
#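 Chicken DT40 Tdp1-/- cells stably complemented with human TDP1 were seeded at 400 cells/well in medium containing 20 nM camptothecin, exposed to pin-transferred compounds, and grown at 37 °C for at least 48 hr. Viability was read as ATP luminescence.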
# Active calls of the source: *; ? = inconclusive; . = not tested or not shown; & = joins results of further samples; [ ] = dose if it differs, or a comment. Calls come from the whole dose curve; as a rule, active = well fitted curve in the direction sought with a large enough effect; inconclusive = small, poorly fitted or top-dose-only effect, or another doubt; inactive = no such curve, though single readings can be large; an effect the other way counts as inactive or inconclusive. % is set by controls: 0 for no effect and ±100 for the full control effect; potency is the fitted concentration of half-maximal effect.
SMILES,DT40 TDP1 no CPT,TDP1 inh,TDP1 cell CPT
CC(C)(OC(=O)c1ccc(F)cc1)c1cc2ccccc2c(=O)o1,-16%,-5%,-2%
Cc1nnc2sc(-c3ccc(NC(=O)c4ccc(-c5ccc(Cl)cc5Cl)o4)cc3)nn12,?,.,16µM*
Cc1ccc(CCNC(=O)C2CCC(=O)N2Cc2ccc(F)cc2)cc1 (stereo not drawn),0%,.,5%
Cn1c(=O)c2cn(-c3ccc4c(c3)OCCO4)cc2n(C)c1=O,-20%,7%,-6%
CC1(c2ccc(Cl)cc2)NC(=O)CS1 (stereo not drawn),12%,1%,8%
CCc1cc(=O)oc2c3c(cc(OCC(=O)NCCCC(=O)O)c12)OC(C)(C)CC3,-1%,.,-19%
Cc1noc(C)c1NC(=O)Nc1ccc2c(c1)C(=O)N([C@H](C)CO)C[C@H](C)[C@@H](CN(C)C(=O)Nc1ccc3c(c1)OCO3)O2,16%,1%,11%
CCCCn1c2ccccc2c2cc(CC(N)=O)ccc21,?,-1%,7%
COc1cc(/C=C2\C(=O)N(CCC#N)N=C2C)ccc1OCC(=O)Nc1ccccc1,?,10%,?
C[C@H](CO)N1C[C@H](C)[C@@H](CN(C)C(=O)Nc2ccccc2)Oc2ccc(NC(=O)CCN3CCOCC3)cc2C1=O,4%,0%,1%
O=C(CCl)N(Cc1cc(=O)[nH]c2ccccc12)c1ccccc1,2.3µM*,.,4.1µM*
COc1ccc(Cc2c(-c3ccc(Cl)cc3)nc3cc(C)c(Br)c(C)n23)c(C)c1,?,.,?
CCOc1ccc(NC(=O)c2c(NC(=O)c3ccncc3)sc3c2CCC(C(C)(C)C)C3)cc1 (stereo not drawn),21µM*,.,?
O=C(Cn1c2ncccc2c(=O)n1-c1ccccc1)NCc1ccccc1,?,5%,?
C1CN(CCN2CCOCC2)CCN1,5%,.,5%
O=C(Nc1cccc(F)c1)c1c(O)c2ccccc2[nH]c1=O,-18%,.,-10%
C=CCNC(=O)c1onc(CSc2ccc(F)cc2)c1C(=O)NCC=C,-17%,-4%,-17%
CC(NCc1ccccc1)C1COc2ccccc2O1 (stereo not drawn),10%,-2%,2%
Cc1cccc(-n2c(C)cc(/C=C3\NC(=O)NC3=O)c2C)c1,?,8%,?
O=S(=O)(c1ccc(F)cc1)N1CCN(Cc2ccccc2C(F)(F)F)CC1,-14%,.,-16%
CCCC(=O)c1c[nH]c(C(=O)N2CCOCC2)c1,1%,-5%,3%
CN(C)C(CNS(=O)(=O)c1ccc(F)cc1)c1cccnc1 (stereo not drawn),?,4%,0%
Cn1c(=O)oc2cc(S(=O)(=O)N3CCCC(C(=O)NC4CCCc5ccccc54)C3)ccc21 (stereo not drawn),?,5%,?
CC1Cc2ccccc2N1C(=O)COC(=O)c1ccc(Br)o1 (stereo not drawn),-3%,0%,19%
O=C(O)c1ccc(CNC(=O)C2CCN(S(=O)(=O)c3ccc4c(c3)OCCO4)CC2)cc1,-2%,.,-2%
# Continued.
SMILES,DT40 TDP1 no CPT,TDP1 inh,TDP1 cell CPT
CC(C)CC(C(=O)Nc1oc(-c2ccccc2)c(-c2ccccc2)c1C#N)N1C(=O)c2ccccc2C1=O (stereo not drawn),-30%,13%[56.1 µM],-22%
O=C1c2ccccc2C(c2nnnn2Cc2ccccc2)N1CCc1c[nH]c2ccccc12 (stereo not drawn),?,.,?
Cn1nnc2c(NCc3ccco3)nccc21,-9%,4%,22%
CC1(Cc2ccc(OC(F)(F)F)cc2)C(=O)Nc2ccc(OC(F)(F)F)cc21 (stereo not drawn),?,.,?
CCc1ccc(-c2nc3c(=O)n(C)c(=O)nc-3n(CC)n2)cc1,2.8µM*,2%,2.8µM*
COc1cccc(CCc2nnc(CCC(=O)NC(C)Cc3cccs3)o2)c1 (stereo not drawn),-18%,.,-29%
COCCCNC(=O)CCc1c(C)c2cc3c(C)coc3cc2oc1=O,?,.,?
O=C1CN(C(=O)COC(=O)CNC(=O)c2ccccc2)c2ccccc2N1,22%,-2%,-1%
O=C(NCCN1CCN(c2ccccc2)CC1)C1CCN(S(=O)(=O)c2cccc3nsnc23)CC1,-25%,1%,?
CN(C)C(=O)Cn1c(=O)n(S(=O)(=O)c2ccccc2)c2ccccc21,2%,.,34%[activator]
O=C(Nc1ccc(Cl)cc1)NN1CCCCCC1,-18%,.,3%
CCOC(=O)c1ccc(NC(=O)Nc2ccc3c(c2)OCCO3)cc1,?,4%[56.1 µM],?
c1ccc(-c2nnc(-c3ccncc3)nc2-c2ccccc2)cc1,-2%,0%,4%
NS(=O)(=O)c1ccc(Nc2nc3ccccc3nc2NS(=O)(=O)c2cccc([N+](=O)[O-])c2)cc1,11%,6%,21%
CN(C)C(CNC(=O)c1cc2ccccc2o1)c1ccccc1 (stereo not drawn),?,.,-8%
COC(=O)c1ccc([C@@H](O)[C@H](C)C(=O)CC(=O)OC(C)(C)C)cc1,-16%,3%,4%
O=C1NC(=S)N/C1=C/c1ccc(Oc2ccc(C(F)(F)F)cc2[N+](=O)[O-])c(Cl)c1,4%,6%,7%
Cc1ccc(N2CCN(C(CCc3ccccc3)C(=O)Nc3c(C)cccc3C)CC2)cc1 (stereo not drawn),15µM*,.,?
C=Cc1ccc(Cn2c(SCC(=O)N3CCN(c4ccc(F)cc4)CC3)nc3ccccc32)cc1,?,-4%,23µM*
CCOC(=O)c1c(C)[nH]c(C)c1S(=O)(=O)N1CCCC(C(=O)Nc2ccc(F)cc2F)C1 (stereo not drawn),-28%,5%,?
O=C(Nc1ncc(Cc2ccccc2Cl)s1)c1ccc2c(c1)CC(c1ccccc1)OC2=O (stereo not drawn),-28%,10%,-22%
CCc1ccc(OCC(=O)Nc2ccc(N3CCN(S(C)(=O)=O)CC3)cc2)cc1,-4%,-2%,-10%
COc1ccccc1NC(=O)c1ccc(CN2CCOCC2)cc1,-12%,4%,7%
CCCNC(=O)C1(C)CCCN(Cc2cc3ccccc3o2)C1 (stereo not drawn),23µM*,.,16µM*
O=C(Nc1cc([N+](=O)[O-])ccc1F)C1CCN(S(=O)(=O)c2cccs2)CC1,?,1%,?
# (listing goes on)
SMILES,DT40 TDP1 no CPT,TDP1 inh,TDP1 cell CPT
CCOc1ccc2nc(Cl)c(C3CC(c4ccccc4)=NN3C(=O)CCC(=O)O)cc2c1 (stereo not drawn),-15%,2%,3%
CC(C)(C)NC(=O)CN(Cc1ccc2c(c1)OCO2)C(=O)CNS(=O)(=O)c1ccccc1,-13%,10%,-4%
C=CC(=O)N(CCC)C(c1ccccc1)c1ccccc1OC (stereo not drawn),15µM*,-6%,16µM*
COc1ccc2[nH]c(C(=O)Nc3ccc(F)cc3Br)cc2c1,-23%,1%,0%
COc1cccc(CNC(=O)CSc2nnc3c(n2)[nH]c2ccc(C)cc23)c1,-4%,3%,-18%
O=C1CCCC(=O)N1c1ccc(F)cc1,1%,.,19%
CCN1CCN(C(=O)c2ccc3c(c2)N(Cc2ccccc2F)C(=O)c2ccccc2S3(=O)=O)CC1,?,0%&5%,-2%&-26%
Cc1nc(N(C)C)c2sc(=S)n(-c3ccccc3)c2n1,?,3%,?
O=C(c1ccsc1)N1CCN(C(=O)c2cccs2)CC1,-18%,2%,-3%
O=C(CCN1C(=O)COc2ccccc21)N1CCN(c2ccccc2)CC1,4%,-11%,3%
COc1ccc(CCC(=O)NCc2ccc3c(c2)CCN3C(=O)c2ccc(Cl)cc2)cc1,?,3%,-7%
CC(C)C1C(=O)N(Cc2cn(Cc3ccco3)nn2)CCS(=O)(=O)N1Cc1ccc(-c2ccncc2)cc1 (stereo not drawn),-15%,.,-12%
Cc1nnc(SCC(=O)Nc2cccc(N)c2)n1-c1ccccc1,-23%,.,?
COc1ccccc1C1CC(c2ccccc2)=NN1S(=O)(=O)c1ccccc1 (stereo not drawn),-24%,.,?
COc1cccc(CNC(=O)c2cc(S(=O)(=O)N3CCCCC3)c[nH]2)c1,?,5%,?
S=C(NCc1ccco1)Nc1ccccc1,6%,0%,13%
CS(=O)(=O)c1ccc(Cl)c(NC(=O)CSc2nnc(-c3cccs3)n2N)c1,-18%,0%[56.1 µM],-24%
COCCN(C(=O)c1csnn1)C(C(=O)NC1CCCC1)c1ccccc1 (stereo not drawn),0%,.,12%
COc1cc2c(cc1OC)-c1cc(Nc3ccc(N(C)C)cc3)nc(=O)n1CC2,?,8%,-17%
C=C1C=C(C(F)F)n2ncc(C(=O)NC(C)CC)c2N1 (stereo not drawn),1%,.,4%
O=C(C1CCCN(S(=O)(=O)c2ccccc2)C1)N1CCN(c2ncccn2)CC1 (stereo not drawn),?,5%,?
N#C/C(=C\c1ccco1)Sc1nc2ccccc2s1,-18%,0%,-17%
N#Cc1ccccc1-c1ccc2ncnc(NCCN3CCOCC3)c2c1,1%,.,?
c1ccc(C2Oc3ccccc3C3CC(c4cccs4)=NN32)cc1 (stereo not drawn),16µM*,0%,?
COC(=O)c1ccccc1NC(=O)N1CCN(C(=O)c2ccco2)CC1,-1%,2%,-9%

# Record cards (already shown). Order of values: DT40 TDP1 no CPT	TDP1 inh	TDP1 cell CPT
# C=CC(=O)N(CCC)C(c1ccccc1)c1ccccc1OC (stereo not drawn) reads 15µM*	-6%	16µM*
# COc1cc2c(cc1OC)-c1cc(Nc3ccc(N(C)C)cc3)nc(=O)n1CC2 reads ?	8%	-17%

# Random excerpt: 6 entries already listed.
SMILES,DT40 TDP1 no CPT,TDP1 inh,TDP1 cell CPT
CS(=O)(=O)c1ccc(Cl)c(NC(=O)CSc2nnc(-c3cccs3)n2N)c1,-18%,0%[56.1 µM],-24%
Cc1nc(N(C)C)c2sc(=S)n(-c3ccccc3)c2n1,?,3%,?
COc1ccc2[nH]c(C(=O)Nc3ccc(F)cc3Br)cc2c1,-23%,1%,0%
Cc1nnc(SCC(=O)Nc2cccc(N)c2)n1-c1ccccc1,-23%,.,?
C=CC(=O)N(CCC)C(c1ccccc1)c1ccccc1OC (stereo not drawn),15µM*,-6%,16µM*
O=C(c1ccsc1)N1CCN(C(=O)c2cccs2)CC1,-18%,2%,-3%

# Additional records:
SMILES,DT40 TDP1 no CPT,TDP1 inh,TDP1 cell CPT
COc1ccc(-n2c(=S)[nH]c3cc(C(=O)Nc4cc(C(N)=O)ccc4OC)ccc3c2=O)c(OC)c1,-24%,0%,5%
CCOC(=O)c1c(NC(=O)COc2ncnc3ccccc23)sc(C)c1C,?,1%,-21%
COc1ccc(-c2noc(CCCCC(=O)N3CCN(c4cc(C)ccc4C)CC3)n2)cc1,2.9µM*,0%[56.1 µM],4.1µM*
O=C(/C=C/c1ccco1)NC(=S)NNC(=O)c1ccco1,21µM*,8%,16µM*
Cc1nc2scc(C)n2c(=O)c1S(=O)(=O)N1CCN(c2ccc(F)cc2)CC1,?,0%,-16%
O=C(NCc1ccccn1)c1ccc2c(=O)n(CCc3ccccc3)c(=O)[nH]c2c1,?,-7%,21µM*
O=C1CSC(c2ccccn2)N1c1cccc(Cl)c1 (stereo not drawn),-4%,-1%,?
Cc1noc(C(=O)Nc2ccc(F)cc2F)c1Cl,-7%,.,-4%
COc1ccc(Cc2c(C(C)(C)C)nc3ccc(Br)cn23)c(C)c1,?,.,?
CCOC(=O)C1CCN(CC(=O)c2c(C)n(C)c3ccc(OC)cc23)CC1,0%,.,-2%
O=C(c1ccccn1)N1CCN(c2ccc(C(F)(F)F)cn2)CC1,?,5%,-30%
Cc1ccccc1NC(=O)CCN1CCN(C/C=C/c2ccccc2)CC1,?,1%,21µM*
COc1cccc(-n2nnc3c(=O)n(CC(=O)NC4CCCC4)cnc32)c1,?,1%,-10%
COc1cc(/C=C(/NC(=O)c2ccccc2)C(=O)Nc2ccccc2)c([N+](=O)[O-])cc1OC,2%,5%,14%
CC(=O)N=c1cccc(NC(C)=O)n1O,1%,-6%,-7%
COc1ccc(C(=O)N2CCN(C(C)=O)CC2)cc1S(=O)(=O)N1CCOCC1,-2%,-2%,25%
CCOc1ccc(N(CC(=O)NCC2CCCO2)S(=O)(=O)c2ccc(SC)cc2)cc1 (stereo not drawn),-12%,5%,13µM*
O=c1c2ccccc2oc2ccc(NCCCN3CCOCC3)cc12,-23%,.,?

# Some of the entries so far, with tabs:
SMILES	DT40 TDP1 no CPT	TDP1 inh	TDP1 cell CPT
O=C(NCc1ccccn1)c1ccc2c(=O)n(CCc3ccccc3)c(=O)[nH]c2c1	?	-7%	21µM*
CC(=O)N=c1cccc(NC(C)=O)n1O	1%	-6%	-7%
Cc1nc2scc(C)n2c(=O)c1S(=O)(=O)N1CCN(c2ccc(F)cc2)CC1	?	0%	-16%
CCOc1ccc(N(CC(=O)NCC2CCCO2)S(=O)(=O)c2ccc(SC)cc2)cc1 (stereo not drawn)	-12%	5%	13µM*

# Compounds were not picked by outcome; about 18% have a hit in one of these screens.
